Bioassay records as filed in PubChem.
14-3-3 Bad inh: disrupts binding of bovine 14-3-3 zeta to phospho-Bad peptide; TR-FRET 14-3-3zeta/Dy647-pBad peptide displacement, 1 h; inhibition, % at 21.7 µM; 220,000 compounds, 0.71% hits; AID 781;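 active means inhibition above about 70%, limit read from the data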;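 further: 0% = full 14-3-3 plus peptide FRET controls and 100% = background without 14-3-3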
Target sequence (P63103 whole entry, looked up): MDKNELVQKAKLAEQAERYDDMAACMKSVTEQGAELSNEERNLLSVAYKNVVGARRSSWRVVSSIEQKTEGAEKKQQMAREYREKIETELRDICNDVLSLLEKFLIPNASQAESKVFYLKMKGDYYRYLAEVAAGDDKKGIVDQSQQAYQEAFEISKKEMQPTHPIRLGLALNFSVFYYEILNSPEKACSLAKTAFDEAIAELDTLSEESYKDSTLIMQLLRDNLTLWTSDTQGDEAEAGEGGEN
TRPML3 ag: human mucolipin-3 channel agonism; HEK293 TRPML3-YFP, Fluo-8 calcium fluorescence; 100% = the carbachol control signal; activation, % at 3 µM; 220,000 compounds, 0.29% hits; AID 1448;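 active means activation above its plate's cutoff, the mean activation of the plate's test wells plus 3 SD, cut at about 12% in these data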;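 further: 0% = DMSO only wells and 100% = carbachol wells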
Target sequence (Q8TDD5 whole entry, looked up): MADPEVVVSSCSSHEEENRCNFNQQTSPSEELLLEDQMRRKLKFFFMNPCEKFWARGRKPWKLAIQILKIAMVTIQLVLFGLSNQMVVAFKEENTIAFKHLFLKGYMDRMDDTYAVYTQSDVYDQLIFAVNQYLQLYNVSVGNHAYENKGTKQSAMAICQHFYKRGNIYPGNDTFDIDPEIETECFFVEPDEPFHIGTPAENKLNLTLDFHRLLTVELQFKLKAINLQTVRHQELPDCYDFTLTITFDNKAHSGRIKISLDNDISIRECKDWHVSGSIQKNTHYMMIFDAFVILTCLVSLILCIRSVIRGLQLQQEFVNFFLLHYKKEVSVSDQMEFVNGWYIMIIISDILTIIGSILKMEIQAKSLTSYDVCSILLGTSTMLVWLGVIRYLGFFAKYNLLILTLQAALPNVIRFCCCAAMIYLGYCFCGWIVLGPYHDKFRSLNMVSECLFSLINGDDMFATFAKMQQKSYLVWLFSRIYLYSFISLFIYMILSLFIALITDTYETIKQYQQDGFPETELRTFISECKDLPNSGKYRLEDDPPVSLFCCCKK
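Test system – HEK293 line with stable expression of human TRPML3-YFP channel · Control set – carbachol 87 µM final as high control (100%), DMSO as low control (0%) · Signal – Fluo-8 calcium dye fluorescence, ex 470-495, em 515-575 nm · Incubation – 1-h 37 °C dye load, 5-s basal, 120-s post-compound reads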
NPY Y1 blocker: NPY-Y1 (human) receptor antagonism; AID 1040; inhibition, % at 3.6 µM; 200,000 compounds, 1% hits; HEK293-CNG Y1 cells, membrane potential fluorescence; NPY at EC95, then isoproterenol; P25929;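 active means inhibition above the campaign mean inhibition of all tested compounds plus 3 SD, cut at about 20% in these data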;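 further: 0% = DMSO wells given NPY plus isoproterenol and 100% = isoproterenol alone without NPY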
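Test system – HEK293 Y1/CNG channel cell line · Also added – NPY agonist 25 nM, then isoproterenol 1 µM plus Ro 20-1724 25 µM · Compound dosing – one concentration, 3.6 µM, in 0.4% DMSO · Schedule – compound incubation 1 h at room temperature, readout 45 min post-stimulation · Technique – fluorescence, membrane potential probe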
EP2 modulator: modulates human prostaglandin E2 receptor EP2 signaling; P43116; 260,000 compounds, 0.83% hits; EP2-expressing cells, cAMP HTRF FRET, PGE2 co-stimulation; induction, % at 25 µM;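 active means compounds whose cAMP rise, as percent of the full-agonist control response, exceeds 60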;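 further: rat C6 glioma line stably carrying human EP2 under a CMV promoter; the protocol text gives 20 µM as final concentration; 100% = response of wells given 1 µM PGE2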
NPY-Y1 PAM-ag: potentiators or agonists of human neuropeptide Y receptor Y1; 220,000 compounds, 0.37% hits; NPY-Y1 expressing cells, potentiator/agonist activation; activation, % at 3.6 µM; P25929; AID 1304; in the data active means activation above about 33%, passing the limit was not always enough;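 further: cells stimulated with NPY at EC10 then isoproterenol at EC100; 0% = low agonist plus stimulus and 100% = saturating agonist plus stimulus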
PPC-1+TRAIL kill: PPC-1 cancer cell killing with TRAIL present; 220,000 compounds, 0.41% hits; AID 1443; PPC-1 cells + TRAIL, ATPLite viability luminescence; cell killing (% activity), % at 4 µM;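 active means cell killing above 50% in the first pass at 4 µM, then a duplicate retest at 5 µM averaging 50% or more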;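 further: plate controls were cells with TRAIL plus DMSO for no effect and medium-only wells lacking cells for full effect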
CHOP inhibitor: CHOP inhibition in unfolded protein response | CHO-K1 CHOP-promoter luciferase, tunicamycin-induced, 15-18 h | inhibition, % at 10 µM | 220,000 compounds, 3.8% hits;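 active means compounds that reduced the stress-induced luciferase reporter signal by more than about 70% of percent inhibition, limit read from the data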;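 further: 0% = tunicamycin plus vehicle and 100% = wells without tunicamycin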
EP2 antag: inhibitors of human EP2 prostaglandin E2 receptor; P43116; C6 glioma cells expressing human EP2, cAMP TR-FRET; cells stimulated with saturating PGE2; inhibition, % at 25 µM; 260,000 compounds, 0.52% hits; AID 1422;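 active means percent inhibition above 40 after rounding to a whole number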;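 further: rat C6 glioma host cells with rolipram phosphodiesterase inhibitor present; the protocol text gives 20 µM as final concentration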
zfTRPN1 agonist: agonists of zebrafish TRPN1 channel; activation, % at 3 µM; HEK293 zebrafish TRPN1-YFP, Fluo-8 calcium fluorescence; 100% = response to 87 µM carbachol; AID 1424; 220,000 compounds, 0.18% hits;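 active means activation above its plate's cutoff, the mean activation of test wells on that plate plus 3 SD, cut at about 19% in these data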;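 further: 0% = DMSO alone and 100% = 87 µM carbachol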
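Material: zebrafish TRPN1-YFP in HEK293 cells. Doses: one dose of 3 µM, 0.3% DMSO. Incubation: dye 1 h 37 °C plus 30 min RT. Measured by: intracellular calcium fluorescence with Fluo-8.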
The depositor's hits bear a star; . = not tested or not shown; & = joins results of further samples; [ ] = another dose, or the depositor's remark. An excerpt (hit frequency here may not be typical).

SMILES	14-3-3 Bad inh	TRPML3 ag	NPY Y1 blocker	EP2 modulator	NPY-Y1 PAM-ag	PPC-1+TRAIL kill	CHOP inhibitor	EP2 antag	zfTRPN1 agonist
N#Cc1sc2nc(-c3cccs3)cc(-c3ccccc3)c2c1N	-2	0.5	2	33	-17	17	27	.	1.9
S=C(NCc1ccco1)Nc1cccc(Cl)c1	0[fluorescence artefact?]	2.4	3	-13	22	12	14	17	5.8
Cc1cc(C(F)(F)F)n2nc(C(=O)O)c(Cl)c2n1	16	0.4	-1	6&30	-1	9	-3	6&9	0.1
COC(=O)C1CCN(C(=O)c2cc(=O)[nH]c3ccccc23)CC1	-15	-0.8	-4	8	-6	15	-7	9	0.4
Cc1cc(=O)[nH]c(SCC(=O)Nc2ccc(Br)cn2)n1	-11	0.1	0	35	-3	-6	11	19	0.3
Cc1cccn2c(=O)c3cc(C(=O)NC(C)C)c(=N)n(Cc4ccncc4)c3nc12	22	0.8	6	10	3	10	-4	.	-0.8
CCOC(=O)CN1CC23C=CC(O2)C(C(=O)Nc2ccc(C(C)=O)cc2)C3C1=O (centres undefined)	6	1.2	-4	8	0	21	16	10	0.4
COc1cc(C(=O)N2CCc3ccccc32)ccc1OCc1c(C)noc1C	3	1.5	.	-6	13	-9	7	11	4.0
COc1ccc2c(c1)CC(=O)NC=C2	-7	0.6	-2	-25	3	11	-3	6	2.1
COc1cc(NC(=O)CN(c2cc(C)cc(C)c2)S(=O)(=O)c2c(C)noc2C)cc(OC)c1	6	0.5	2	-5	17	8	70	18	-1.3
CC(C)OCC(O)CN1CCN(C(c2ccccc2)c2ccccc2)CC1 (centres undefined)	20	-0.2	1	4	15	10	14	3	1.0
COc1ccc(NC(=O)C2CCN(C(=O)NC3CCCCC3)CC2)c(OC)c1	-13	0.7	-10	58	-9	-19	-22	11	-0.2
Cc1cccc(/C(N)=N/OC(=O)Cc2ccccc2)c1	0	0.9	-3	-33	-1	13	-18	9	-0.1
Cc1ccccc1NS(=O)(=O)c1cc(C(=O)NCc2ccco2)ccc1C	-4	0.3	0	-6	9	-1	28	.	-0.3
O=C(COC(=O)c1ccccc1)Nc1cc(Cl)ccc1Oc1ccccc1	6	0.5	20	-1	-51	30	34	5	-0.1
CCN1CCN(Cc2c(O)ccc3c2O/C(=C\c2ccc(C)cc2)C3=O)CC1	1	2.0	0	-26	-2	25	2	13	2.4
C/C(=N\S(=O)(=O)c1ccc(C)cc1)N1CCN(S(=O)(=O)c2ccccc2)C1C(C)C (centres undefined)	4	0.6	5	3	-7	22	2	7	-0.5
CCN(CCO)C(=S)Nc1cc(C(=O)OC)ccc1C(=O)OC	-12	0.2	3	6	0	25	19	13	1.8
O=[N+]([O-])c1ccc(-c2cn3nc(-c4ccccc4)c(-c4ccccc4)nc3n2)cc1	3	0.5	.	14	1	3	-3	8	1.7
C=CCn1c(SCC(=O)/C(C#N)=C(\C)N)nnc1C1CCCCC1	-14	0.1	-4	6	4	3	22	0	0.0
C=CCn1c(SCCOC)nc2c1c(=O)[nH]c(=O)n2C	8	0.9	2	-12	-6	-4	8	11	1.3
Brc1ccc(CN2CCSCC2)cc1	26	0.3	7	8	10	7	54	5	-1.8
Cc1nn(Cc2ccccc2Cl)c2sc(C(=O)Nc3nccs3)cc12	4	-0.2	-5	19	-3	15	84*	8	0.8
COc1ccc(CCNc2oc(COc3ccccc3Cl)nc2C#N)cc1OC	5	0.1	1	-77	-21	.	33	20	0.4

A second format for part of the listing above.
structure,14-3-3 Bad inh,TRPML3 ag,NPY Y1 blocker,EP2 modulator,NPY-Y1 PAM-ag,PPC-1+TRAIL kill,CHOP inhibitor,EP2 antag,zfTRPN1 agonist
Brc1ccc(CN2CCSCC2)cc1,26,0.3,7,8,10,7,54,5,-1.8
Cc1ccccc1NS(=O)(=O)c1cc(C(=O)NCc2ccco2)ccc1C,-4,0.3,0,-6,9,-1,28,.,-0.3

(continued)
SMILES	14-3-3 Bad inh	TRPML3 ag	NPY Y1 blocker	EP2 modulator	NPY-Y1 PAM-ag	PPC-1+TRAIL kill	CHOP inhibitor	EP2 antag	zfTRPN1 agonist
CCCc1ccc(OCCNC(=O)C2CCCCC2)cc1	-11	0.2	1	-5	8	24	17	4	-1.2
CCc1ccc(NC(=O)c2cc(-c3ccco3)on2)cc1	-2	-0.1	1	37	-10	-26	33	6	0.6
Cc1ccc(OCC(O)Cn2nc(C)cc2C)cc1 (centres undefined)	13	0.1	2	-7	5	.	-11	6	-1.8
CC(C)Cn1c2c(c(O)c(C(=O)Nc3ccc(F)cc3)c1=O)CCCC2	-5[fluorescence artefact?]	-0.1	2	32	-17	15	-1	6	1.3
CCC1=[N+](CC(=O)c2ccc(C)cc2)CCn2c(C)ccc21	0	0.3	0	18	6	18	-21	4	0.8
COC(=O)CSc1nnc(CNC(=O)c2ccc(OC)cc2OC)n1C	-11	0.0	2	8	-2	-7	1	11	0.4
Cc1ccc(CNc2ncnc3c2cnn3-c2ccccc2)cc1	6	0.6	5	-21	-11	10	95*	4	1.2
CCCCC1=CC2=CC(=O)C(C)(OC(=O)CC)C(=O)C2=CN1CC(C)C (centres undefined)	-1	.	.	-9	.	1	11	9	.
CCOc1cc(NC(=O)c2ccccn2)c(OCC)cc1NC(=O)c1ccccc1	-14	0.7	-5	22	9	.	29	7	-0.3
O=C(NCC(=O)N(CC1CCCO1)C(C(=O)NC1CCCC1)c1cccnc1)c1ccco1 (centres undefined)	-17	1.1	0	-19	8	11	3	12	0.5
Cc1ccc2c(CN3CCOCC3)cc(=O)oc2c1	-8	0.5	.	16	5	-3	0	18	0.9
Cc1sc2nc(C3CC3)nc(NCCNS(=O)(=O)c3ccccc3)c2c1C	-1	-0.2	2	-8	-18	0	-15	5	0.7
O=C(c1cccc2ccccc12)N1CCN=C1SCc1ccc([N+](=O)[O-])cc1	-4	0.9	0	30	5	0	43	8	1.6
CCCN(CCC)C(=S)NC1CC2C=CC1C2 (centres undefined)	0	0.2	.	24	-3	-12	-8	1	-0.8
CCC(=O)NC(=S)Nc1cccc(Cl)c1N1CCCCC1	0	-0.1	3	18	0	5	65	3	0.5
Cc1ccc(-n2ccnc2SCC(=O)O)cc1C	-1	0.0	.	41	7	-2	3	10	1.5
COc1ccc2oc(=O)c(C(=O)N3CCN(c4ccccc4C)CC3)cc2c1	-4	1.4	6	-53	-15	7	22	8	-1.0
CCOC(=O)C1(CC2CCCCO2)CCN(Cc2nc(C(C)C)cs2)CC1 (centres undefined)	-3	1.5	8	-20	4	-1	29	16	0.8
NS(=O)(=O)c1ccc(NC2(C(=O)O)CCCC2)cc1	-3	0.0	.	5&7	-1	15	0	5&9	2.5
COc1ccccc1NC(=O)CN1CCC(c2nc3ccc(C)cc3[nH]2)CC1	-1	-0.4	4	-69&-69	-18	-3	2	9&10	-1.5
COC(=O)c1ccc(NC(=S)N2CCN(C)CC2)cc1	-5	0.6	4	-17&3	-15	10	9	7&5	1.1
CCN(CC)P(=O)(Nc1ccc(C)cc1Br)c1ccc(N(C)C)cc1NC(=O)c1ccco1 (centres undefined)	-18	-0.1	6	65*	13	-13	11	15	0.1
CC1CCN(CCc2nc3cc(NS(=O)(=O)c4ccccc4)ccc3n2C)CC1	-7	0.5	10	7	9	-2	23	5	1.6
Cc1ccc(-n2cc(C(=O)c3ccc(N4CCN(C)CC4)cc3)nn2)cc1Cl	17	1.1	0	4	-7	-1	70*	0	1.6
C=CCNc1cnn(CC(C)=O)c(=O)c1Br	28	0.6	2	30	-1	6	1	23	-0.1
Oc1cc(-c2ccccc2)c2ccccc2c1	-4	0.1	3	61*	-16	1	101*	7	-2.6
Cc1[nH]c2ccccc2c1C1(O)C(=O)N(Cc2ccc3c(c2)OCO3)c2ccccc21 (centres undefined)	-16	0.0	-12	17	34	13	-4	.	0.9
CC(=O)CSc1nnc(Cc2ccc([N+](=O)[O-])cc2)o1	7	-0.1	6	14	14	-5	19	7	1.1
Cn1c(/C=C/c2cccc([N+](=O)[O-])c2)nc2ccccc2c1=O	-1	1.2	4	-24	5	.	26	6	2.2
Cn1nnnc1SCc1nnc(-c2ccccc2Br)o1	-8	0.2	-3	20	22	36	7	7	0.6
OCCC1CN(C2CCN(c3ccccc3)CC2)CCN1Cc1ccc(F)c(F)c1 (centres undefined)	4	1.5	2	-32	0	13	34	6	2.3
Cc1cc(C(=O)N(CCC#N)Cc2cccs2)no1	-5	0.5	.	1	12	13	-2	10	1.3
Cc1ccc(C)c(N2CCN(C(=O)Cc3ccc(-n4c(=O)[nH]c5ccsc5c4=O)cc3)CC2)c1	-22	-0.1	-9	27	15	7	-22	11	-0.6
O=C(O)c1sc2cccc(Cl)c2c1Cl	0	0.8	10	20	-9	.	6	25	-1.2
COc1cc(NC(=O)c2cccc(Cl)c2)c(OC)cc1NC(=O)CN1CCOCC1	4	0.0	-1	-2&0	10	15	24	14&15	-0.6
CCOc1ccc(NC(=O)c2cccc(-n3cnnn3)c2)cc1	-3	0.5	-1	-13&-46	-7	11	8	5&2	-0.8
CCCCC(=O)Nc1cccc(NC(=S)NC(=O)Cc2ccccc2)c1	-16[fluorescence artefact?]	0.1	8	8	-43	-2	38	5	0.9
O=[N+]([O-])c1ccc(-c2nc(-c3ccncc3)no2)cc1	5	1.0	.	-15	-2	12	-5	4	2.9
COc1ccc(OC)c(C(=O)c2ccc(C(=O)Nc3ccccc3)cc2)c1	-10[fluorescence artefact?]	0.5	-2	16	2	-10	16	4	-0.2
COc1cc(/C=N/NC(=O)c2ccc3nc[nH]c3c2)ccc1O	-4	1.3	.	9	-8	-5	4	4	2.7
COc1ccc(Oc2coc3cc(OC(=O)/C=C/c4ccc(F)cc4)ccc3c2=O)cc1	5[fluorescence artefact?]	-0.2	-2	5	-6	10	20	5	0.4
COc1ccc(-c2noc(CCC(=O)NC3CCCC3)n2)cc1	3	1.9	.	-26	1	-14	6	6	2.1
CCN(CC)S(=O)(=O)c1cccc(-c2nnc(SCC(=O)NC3CCCC3)n2N)c1	-10	0.3	0	44	3	-16	21	5	0.2
Cc1cc(Nc2cccc([N+](=O)[O-])c2)n2c(nc3ccccc32)c1C#N	4	0.7	3	6	-11	27	103*	.	5.3
O=C(NN=C(Cc1ccccc1)Cc1ccccc1)c1ccccc1O	-30	-0.4	5	-7	-15	0	-28	6	-0.9
CC(=O)N1CCN(S(=O)(=O)c2cccc(C(=O)Nc3nc4c(s3)CCCC4)c2)CC1	-4	0.5	-1	-24	-9	26	35	3	2.2
N#CCCCSC1=C(C#N)C(c2ccccc2Cl)CC(=O)N1 (centres undefined)	7	0.4	-2	3	-6	3	1	10	2.9
Cc1onc(-c2ccccc2Cl)c1C(=O)Nc1nnc(-c2ccc(F)cc2)s1	2	1.1	-3	-5	13	-2	-17	16	3.1
